CHRM1 antagonist – human CHRM1 antagonism | inhibition, % at 3 µM | 360,000 compounds, 1.3% hits | CHO-K1 hM1, Fluo-8 calcium fluorescence, ACh EC80 antagonist | P11229;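 active means percent inhibition above its own plate's cutoff, namely the mean of that plate's compound wells plus 3 SD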;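 further: peak over basal fluorescence ratio during 140 s after agonist addition; 0% = ACh EC80 plus DMSO and 100% = DMSO alone without agonist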
CRFR2-BP ag – agonists of human CRF-binding protein/CRF-R2 receptor complex; AID 588473; HEK293 CRF-R2/CRF-BP, calcium dye fluorescence (FLIPR); percent of saturating CRF peptide response; 350,000 compounds, 0.46% hits; activation, % at 13.2 µM;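 active means activation of at least 50%, plus an integration ratio under a set limit after plate pattern correction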;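 further: plate controls were neutral control wells without compound for no effect and CRF at EC100 for full effect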
CHRM5 antagonist – antagonists of human muscarinic M5 receptor (CHRM5). CHO-hM5 cells, Fluo-8 calcium fluorescence, ACh EC80. inhibition, % at 3 µM. 360,000 compounds, 0.59% hits;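 active means inhibition above a per-plate cutoff, the mean of that plate's test compounds plus 3 SD, cut at about 27% in these data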;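 further: 0% = acetylcholine EC80 with DMSO and 100% = DMSO without agonist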
Target sequence (P08912 whole entry, looked up): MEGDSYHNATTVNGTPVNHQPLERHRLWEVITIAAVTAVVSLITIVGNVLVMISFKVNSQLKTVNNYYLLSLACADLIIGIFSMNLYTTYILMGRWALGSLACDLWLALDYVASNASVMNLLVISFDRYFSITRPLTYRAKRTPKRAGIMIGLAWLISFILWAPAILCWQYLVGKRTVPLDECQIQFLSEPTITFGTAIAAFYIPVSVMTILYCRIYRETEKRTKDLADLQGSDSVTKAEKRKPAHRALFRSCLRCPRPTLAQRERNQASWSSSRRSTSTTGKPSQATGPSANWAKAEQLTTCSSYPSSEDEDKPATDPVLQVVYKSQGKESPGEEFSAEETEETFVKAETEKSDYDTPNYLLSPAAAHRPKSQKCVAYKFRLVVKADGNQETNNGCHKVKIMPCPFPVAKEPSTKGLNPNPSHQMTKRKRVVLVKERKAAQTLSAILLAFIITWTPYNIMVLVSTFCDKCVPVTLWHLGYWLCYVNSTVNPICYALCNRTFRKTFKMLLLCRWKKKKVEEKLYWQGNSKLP
CHRM5 PAM – CHRM5 positive allosteric modulation; AID 624038; 360,000 compounds, 0.3% hits; CHO-K1 hM5, Fluo-8 calcium, ACh EC20 PAM; 0% = ACh EC20, 100% = ACh EC100; activation, % at 3 µM;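 active means activation above the run cutoff, the mean activation of all test compounds plus 3 SD, cut at about 18% in these data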
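system = human M5 receptor in CHO-K1 cells | reagent = EC20 acetylcholine as agonist stimulus | compound dosing = single-point, 3 µM nominal | incubation = Fluo-8 loading 80 min at 37 °C plus 30 min room temperature | detection = Fluo-8 calcium dye fluorescence, kinetic read | benchmarks = low control EC20 acetylcholine (0%), high control EC100 acetylcholine (100%)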
M4 PAM – positive allosteric modulators of human muscarinic M4 receptor; P08173; CHO-K1 hM4/Gqi5, Fluo-8 calcium fluorescence, ACh EC20; 0% = ACh EC20, 100% = maximal ACh; activation, % at 3 µM; 360,000 compounds, 0.4% hits;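 active means activation above its plate's cutoff, the mean activation of sample wells plus 3 SD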; further: some results filed as inactive read as strong as hits
Target sequence (P08173 whole entry, looked up): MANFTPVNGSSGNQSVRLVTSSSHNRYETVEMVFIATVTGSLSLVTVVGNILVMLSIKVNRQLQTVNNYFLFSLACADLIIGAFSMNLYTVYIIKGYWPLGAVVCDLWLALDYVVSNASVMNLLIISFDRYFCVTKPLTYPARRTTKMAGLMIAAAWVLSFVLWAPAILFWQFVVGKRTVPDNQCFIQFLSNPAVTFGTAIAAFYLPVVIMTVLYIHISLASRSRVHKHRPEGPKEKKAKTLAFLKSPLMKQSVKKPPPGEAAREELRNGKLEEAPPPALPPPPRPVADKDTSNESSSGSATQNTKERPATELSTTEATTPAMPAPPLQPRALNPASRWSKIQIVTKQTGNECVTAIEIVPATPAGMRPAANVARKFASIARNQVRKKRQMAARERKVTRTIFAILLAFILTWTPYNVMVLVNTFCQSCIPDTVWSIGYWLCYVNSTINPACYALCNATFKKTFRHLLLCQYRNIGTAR
CHRM4 antagonist – CHRM4 antagonism in calcium assay; P08173; CHO-hM4 cells, ACh EC80, Fluo-8 calcium fluorescence; inhibition, % at 3 µM; 360,000 compounds, 0.73% hits; AID 624125;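 active means inhibition above its plate's cutoff, the mean inhibition of sample wells plus 3 SD, cut at about 27% in these data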;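 further: 0% = acetylcholine EC80 with DMSO and 100% = DMSO without agonist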
M4 ag – agonists of human muscarinic M4 receptor (CHRM4) | 360,000 compounds, 0.14% hits | P08173 | activation, % at 3 µM | CHO-K1 hM4/Gqi5, Fluo-8 calcium fluorescence; vehicle 0%, full acetylcholine response 100% | AID 624127;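 active means activation above the run mean over all test wells plus 3 SD, cut at about 32% in these data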;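 further: peak over basal fluorescence ratio per well then scaled between controls; 0% = DMSO wells and 100% = acetylcholine at EC100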
M5 ag – CHRM5 agonism in calcium assay | 360,000 compounds, 0.19% hits | activation, % at 3 µM | CHO-K1 hM5 cells, Fluo-8 calcium fluorescence; 0% DMSO wells, 100% maximal acetylcholine response;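 active means activation above the run's mean over test compounds plus 3 SD, cut at about 23% in these data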;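 further: signal is peak over basal fluorescence ratio across the kinetic read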
CHRM1 PAM – potentiates human M1 receptor response to acetylcholine. P11229. CHO-K1 hM1, Fluo-8 calcium fluorescence, ACh EC20; 0% = ACh EC20, 100% = maximal ACh. activation, % at 3 µM. 360,000 compounds, 0.088% hits. AID 588819; in the data active means activation above about 19%, passing the limit was not always enough
* = called active by the depositor. Rows were taken by chance. Share with any hit: about 2.8%.

SMILES	CHRM1 antagonist	CRFR2-BP ag	CHRM5 antagonist	CHRM5 PAM	M4 PAM	CHRM4 antagonist	M4 ag	M5 ag	CHRM1 PAM
CN1CCN(Cc2coc3c(Cl)cc(Cl)cc3c2=O)CC1	-4.5	-1.5	9.8	-4.4	-5.0	8.5	-0.1	-3.4	2.9
COC(=O)/C=C(\C)N=Nc1c(O)[nH]c2ccccc12	-6.1	0.2	11.4	-1.2	-4.8	5.4	1.1	0.3	5.5
O=C(CCn1c(=O)oc2ccccc21)N1CCOCC1	-6.0	1.1	0.6	-4.7	2.9	2.2	0.3	4.0	5.7
C=CCn1c(C)cc(C(=O)COc2ncnc3sccc23)c1C	4.9	2.5	-0.3	-1.1	2.5	-0.5	2.5	2.9	-0.8
NC(=O)CSc1nnc(-c2ccc(S(=O)(=O)N3CCCC3)cc2)n1CC1CCCO1 (centres undefined)	-6.7	-0.9	-5.5	6.1	5.1	-8.3	0.6	-1.5	7.9
Cc1cnc(NC(=O)Cn2cnc3c2c(=O)n(C)c(=O)n3C)s1	0.3	0.4	1.1	-5.9	6.1	0.8	1.1	1.8	2.6
Clc1cccc(/C=N\Nc2nccs2)c1	-4.7	-0.6	1.4	-2.0	4.8	-5.5	1.0	-7.5	-0.8
Cc1ccc(Nc2nc(CSc3nnnn3-c3ccccc3)cc(=O)[nH]2)cc1	-0.1	0.7	5.2	-6.0	-4.9	6.4	2.9	2.0	1.5
O=C1CN(C(=O)c2ccccc2)C(c2ccccc2)c2cc(F)ccc2N1 (centres undefined)	-8.5	1.2	-1.0	-4.0	-4.1	7.3	3.6	-3.0	7.8
CCOc1ccc(NC2=NC(C(=O)NCc3ccccc3)CC(=O)N2)cc1 (centres undefined)	-22.2	-0.1	3.5	2.5	0.9	-1.5	1.4	-4.5	3.6
CCc1nnc(NC(=O)c2ccc(F)c(S(=O)(=O)N3CCCCC3)c2)s1	-17.1	3.4	3.2	3.6	9.8	-2.1	1.9	-1.5	15.8
CC1CN(Cc2ccccc2)C(=O)NC1=O (centres undefined)	-14.8	-1.3	11.7	-1.6	6.3	10.3	1.1	0.2	7.9
Cc1ccc(OCC(=O)Nc2cccc(-c3nnc(-c4ccccc4)o3)c2)c(C)c1	12.5	4.6	8.9	-8.4	-9.5	-3.6	6.0	2.7	-8.8
COc1ccc(C[C@H]2CN3C(=NC[C@@H]3C(C)C)N2CCNC(=O)CCC2CCCCC2)cc1	4.1	0.4	4.3	1.7	-4.5	9.4	3.7	-9.4	-10.9
COc1ccc(/C=N/Nc2cc(C)nc(N)n2)cc1	-10.4	4.9	-2.1	4.5	25.0	-22.0	0.7	-1.8	7.4
Cc1cnc(C)c(N2CCN(Cc3nc(-c4ccccc4)no3)CC2)n1	-15.0	1.2	4.0	2.1	-5.5	0.2	2.9	-2.2	9.7
NC(=O)c1c(NC(=O)c2cccnc2)sc2c1CCCCC2	-9.5	0.4	8.3	-0.2	-2.5	8.5	0.3	4.2	3.7
Cc1ccc(-n2nc(C(=O)c3ccccc3)n3c(=O)cc(-c4ccccc4)nc23)cc1	37.3*	5.2	-4.5	-0.7	-3.4	1.3	-0.2	-3.1	-5.8
Cc1cccc(C(=O)NCC(=O)N2CCN(S(=O)(=O)/C=C/c3ccccc3)CC2)c1	-10.1	-4.7	-3.1	11.6	-0.2	-0.8	0.8	-2.2	4.9
CCC(c1nnc(SC(C)C(=O)NC2CC2)n1-c1ccc(OC)cc1)N(C)C (centres undefined)	-10.5	0.1	-1.5	1.7	7.2	-0.2	0.9	1.4	11.7
CC(CNC(=O)CN1C(=O)c2cccnc2Oc2ccc(Cl)cc21)c1ccccc1 (centres undefined)	-11.1	-0.6	1.2	-1.7	1.8	0.3	5.1	1.5	14.5
O=C(NCC(c1ccco1)N1CCCC1)c1ccc(-n2cccn2)cc1 (centres undefined)	-11.9	1.7	13.4	4.2	7.5	-17.1	1.0	-2.1	13.1
CCn1c(NCc2ccco2)nc2ccccc21	-9.4	-2.4	12.6	-5.9	0.4	3.8	3.3	-3.8	7.5
CCCNC(=O)c1onc(CSc2ccc(F)cc2)c1C(=O)NCCOC	6.2	-1.1	19.8	-2.3	-6.9	5.4	2.3	0.2	0.5
Cc1ccc(NC(=O)Cc2n[nH]c(=O)c3ccccc23)cc1S(=O)(=O)N1CCCCCC1	12.3	-1.0	-1.2	-4.8	-2.1	-10.7	3.3	-3.3	-3.9

(list continues)
SMILES	CHRM1 antagonist	CRFR2-BP ag	CHRM5 antagonist	CHRM5 PAM	M4 PAM	CHRM4 antagonist	M4 ag	M5 ag	CHRM1 PAM
CN(CCCC(=O)N1CCN(c2ncccn2)CC1)S(=O)(=O)c1ccc(F)cc1	-5.3	-0.7	9.0	-9.9	1.0	13.4	2.2	0.0	3.1
CCCCCCN1C[C@H](n2cc(-c3ccc(F)cc3)nn2)[C@@H](O)C[C@@H]1c1ccc(C)cc1	19.5*	8.9	5.7	-4.9	2.5	0.1	1.0	-0.3	-10.1
COc1cc(C(=O)O)nc2ccc([N+](=O)[O-])cc12	-0.9	0.7	2.2	-4.2	1.4	-2.7	0.8	-3.0	9.8
COc1ccc(C(=O)N(CC2CCCO2)C(C(=O)NCCC(C)C)c2ccc(C)cc2)cc1OC (centres undefined)	-9.1	-3.0	-2.6	0.6	8.0	-8.2	1.3	-2.1	11.1
CC[C@]1(C(=O)OC)[C@H]2C(=O)N(Cc3ccccc3)C(=O)[C@H]2[C@H]2CN(C)C(=NC)N21	0.7	0.4	4.9	-1.1	2.7	-0.8	-0.3	1.2	4.2
NC(=O)C1(N2CCCCC2)CCN(C2CC(=O)N(CCc3ccccc3)C2=O)CC1 (centres undefined)	-24.6	1.1	1.0	-4.1	9.8	-6.7	1.4	-1.9	10.1
O=C(CCCC(=O)N1CCN(c2ccc([N+](=O)[O-])cc2)CC1)c1ccccc1	5.8	-0.8	11.0	-11.8	-7.8	3.5	7.8	3.8	-10.4
COc1cccc(CN(Cc2cccnc2)S(=O)(=O)c2ccc(-n3cnnn3)c(C)c2)c1	-8.8	-1.2	-1.2	-10.7	-2.7	-6.1	9.6	0.5	7.1
O=C(CSc1nnc(-c2cccnc2)o1)N1CCCCC1	-6.2	0.2	5.2	4.5	8.1	-6.2	0.1	-2.6	10.8
O=C1C2C3C=CC(C4CC34)C2C(=O)N1CCc1ccccc1 (centres undefined)	-11.7	-1.6	-3.1	2.5	-3.8	-4.3	1.3	-2.7	3.2
COC(=O)C(NC(C)=O)(Nc1nc2c(s1)CCCC2)C(F)(F)F (centres undefined)	-30.6	-0.6	-1.5	-2.6	1.8	-1.9	0.7	-2.0	-2.5
Cc1ccc(C)c2c1CCC(=Cc1ccccc1[N+](=O)[O-])C2=O	-1.8	-0.2	-3.4	-4.9	-2.5	-2.7	-0.3	0.6	-6.5
NC(=O)c1ccccc1NC(=O)CSC1=NCCS1	-4.8	-1.0	5.3	-1.7	-3.4	5.3	0.2	-1.2	4.8
CCC/C(C#Cc1cc(OC)cc(OC)c1)=C1/c2ccccc2C(=O)N1c1ccccc1	-4.9	1.4	-4.0	7.5	-1.8	4.7	0.8	2.0	0.9
O=C(C1CCCC1)N1CCN(S(=O)(=O)c2ccc(F)c(F)c2F)CC1	-6.6	-0.5	11.9	-4.6	0.4	-1.8	2.4	-2.4	7.0
CCOc1ccc2ccccc2c1/C=N/NC(=O)c1c(C)cc(C)[nH]c1=O	-4.7	-0.2	2.3	-1.7	11.8	-5.5	1.0	0.7	8.0
COc1ccccc1CCNC(=O)C(=O)Nc1cc2c3c(c1)CC(=O)N3CCC2	-0.2	-1.2	3.0	-6.1	-4.0	-9.5	2.8	1.4	0.3
O=C(Nc1ccc(Cl)cc1)Nc1ccccc1CC[N+](=O)[O-]	11.4	0.8	28.8*	-16.8	-8.4	-7.3	16.6	7.7	-20.6
CCCCn1c(SCC(=O)Nc2sc3c(c2C(N)=O)CCC3)nnc1-c1ccccc1	-29.5	42.0	3.3	-7.5	-3.5	-8.8	5.5	0.0	12.6
CCC(c1ccccc1)c1nnc(NC(=O)c2ccco2)s1 (centres undefined)	-11.5	-5.5	-9.4	-2.3	-5.2	-5.0	0.5	-0.8	4.1
Cc1noc(C)c1S(=O)(=O)N(C)C[C@@H]1OCc2cnnn2CCCC(=O)N([C@@H](C)CO)C[C@H]1C	-12.3	2.3	-1.6	5.5	9.6	-19.5	1.4	-1.7	6.6
Cc1ccc2[nH]c(=O)c(C(c3nnnn3CC3CCCO3)N3CCCc4ccccc43)cc2c1 (centres undefined)	5.5	2.5	6.4	-3.6	-4.1	15.8	0.3	-1.0	-3.9
O=C(NCCCN1CCCC1)c1ccc(CS(=O)(=O)c2ccc(Br)cc2)o1	2.1	-6.1	-2.3	-1.0	-10.4	5.5	-0.1	-4.9	-8.3
COc1ccc([N+](=O)[O-])cc1NC(=O)COC(=O)c1ccccc1C(=O)c1ccccc1	2.1	-2.1	3.2	-2.2	1.7	1.3	0.7	1.8	3.1
Cc1cccc(NC(=O)Cc2nc(-c3c[nH]c(C(=O)N4CCCC4)c3)cs2)c1	-2.6	0.0	-4.4	2.4	3.9	-6.7	10.9	5.0	2.5

A different layout for part of the listing above.
structure,CHRM1 antagonist,CRFR2-BP ag,CHRM5 antagonist,CHRM5 PAM,M4 PAM,CHRM4 antagonist,M4 ag,M5 ag,CHRM1 PAM
NC(=O)C1(N2CCCCC2)CCN(C2CC(=O)N(CCc3ccccc3)C2=O)CC1 (centres undefined),-24.6,1.1,1.0,-4.1,9.8,-6.7,1.4,-1.9,10.1
Cc1cccc(NC(=O)Cc2nc(-c3c[nH]c(C(=O)N4CCCC4)c3)cs2)c1,-2.6,0.0,-4.4,2.4,3.9,-6.7,10.9,5.0,2.5
O=C(CCCC(=O)N1CCN(c2ccc([N+](=O)[O-])cc2)CC1)c1ccccc1,5.8,-0.8,11.0,-11.8,-7.8,3.5,7.8,3.8,-10.4

Additional records
SMILES	CHRM1 antagonist	CRFR2-BP ag	CHRM5 antagonist	CHRM5 PAM	M4 PAM	CHRM4 antagonist	M4 ag	M5 ag	CHRM1 PAM
Cc1ccc(CNC(=O)CCC(=O)n2ncc3cc(C)ccc32)cc1	-19.9	1.0	-0.6	-2.2	7.6	-16.1	0.4	0.1	10.2
Cc1cccc(CN(C(=S)Nc2c(C)cccc2C)c2cccnc2)c1	-10.8	-2.3	-6.2	18.2*	11.1	-12.2	1.6	-13.0	9.7
O=C1NC(=S)N/C1=C/c1cccc([N+](=O)[O-])c1	-2.5	1.8	-3.3	5.4	-0.3	5.7	0.3	0.9	12.6
Cc1[nH]c(C)c(S(=O)(=O)NCCc2ccc(S(N)(=O)=O)cc2)c1C(=O)N1CCCC1	-2.5	-0.2	-0.9	-0.7	5.8	-3.7	1.1	-3.0	0.3
Cc1nn(C(C)(C)C)c(NC(=O)c2ccccc2)c1C#N	3.9	1.1	14.2	-1.8	1.8	0.5	0.4	-2.1	15.4
CCn1c(=O)c(C(=O)CN2CCN(Cc3ccc4c(c3)OCO4)CC2)c(N)n(Cc2ccccc2)c1=O	-9.8	-0.1	0.7	2.5	-0.1	-5.8	-0.1	-7.2	3.5
COc1ccc(N(CC(=O)Nc2cccnc2)S(=O)(=O)c2ccccc2)cc1Cl	-0.4	-0.8	-2.7	4.7	-1.7	5.7	2.6	-0.9	1.8

From PubChem BioAssay
